Anthrax LF inh2 = anthrax lethal factor protease inhibition; P15917; multiplex microsphere protease cleavage assay, LF; inhibition, % at 10 µM; actives 0.12% (n = 360,000); AID 588501; also: plate controls were buffer without enzyme for full effect and enzyme alone for no effect
Target sequence (P15917 whole entry, looked up): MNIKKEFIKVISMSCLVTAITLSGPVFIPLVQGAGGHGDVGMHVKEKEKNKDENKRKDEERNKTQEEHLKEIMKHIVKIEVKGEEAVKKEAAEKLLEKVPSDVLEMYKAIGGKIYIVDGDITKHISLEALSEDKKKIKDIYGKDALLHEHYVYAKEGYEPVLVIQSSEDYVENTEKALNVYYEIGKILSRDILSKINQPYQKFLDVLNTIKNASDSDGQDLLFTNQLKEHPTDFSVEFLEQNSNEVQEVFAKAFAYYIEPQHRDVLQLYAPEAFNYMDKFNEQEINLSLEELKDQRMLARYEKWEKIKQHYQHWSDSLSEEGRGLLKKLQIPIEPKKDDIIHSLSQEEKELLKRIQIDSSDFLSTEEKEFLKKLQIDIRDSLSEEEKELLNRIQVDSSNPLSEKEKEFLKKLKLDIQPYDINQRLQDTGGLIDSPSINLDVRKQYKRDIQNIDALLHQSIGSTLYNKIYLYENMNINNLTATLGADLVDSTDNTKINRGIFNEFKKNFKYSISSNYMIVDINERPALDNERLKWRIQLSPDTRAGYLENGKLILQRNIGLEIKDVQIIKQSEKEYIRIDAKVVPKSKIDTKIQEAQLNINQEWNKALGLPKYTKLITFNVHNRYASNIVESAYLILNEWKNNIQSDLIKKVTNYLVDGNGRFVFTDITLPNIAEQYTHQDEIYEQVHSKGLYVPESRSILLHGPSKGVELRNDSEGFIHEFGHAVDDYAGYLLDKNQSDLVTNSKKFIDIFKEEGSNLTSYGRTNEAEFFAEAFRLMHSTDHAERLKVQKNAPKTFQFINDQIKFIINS
PfHsp40 rescue = restores yeast growth despite PfHsp40 toxicity | S. cerevisiae expressing PfHsp40, growth rescue, ATP luminescence | growth rescue, % at 12.5 µM | actives 0.68% (n = 340,000); in the data active = growth rescue above about 28%, passing the limit was not always enough; inconclusive = no clear call, values can overlap the other calls;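 also: yeast W303a lacking pdr1 and pdr3 grown in galactose medium; growth measured after three days at 30 °C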
BoNT-A LC inh2 = inhibitors of Botulinum neurotoxin A light chain protease; multiplex microsphere protease substrate cleavage, flow cytometry; inhibition, % at 10 µM; actives 0.17% (n = 360,000); also: plate controls were buffer without enzyme for full effect and enzyme alone for no effect
BoNT F protease = blocks Botulinum neurotoxin F light chain protease; AID 588497; Multiplex microsphere protease cleavage assay, flow cytometry; actives 0.22% (n = 360,000); inhibition, % at 10 µM; in the data active = inhibition above about 35%, passing the limit was not always enough; inconclusive = no clear call, values can overlap the other calls; also: plate controls were buffer without enzyme for full effect and enzyme alone for no effect
Mtb BioA inh = BioA (M. tuberculosis) enzyme inhibition. inhibition, % at 9.99 µM. AID 602481. purified M. tuberculosis BioA enzyme, plate reader. actives 0.096% (n = 360,000); in the data active = inhibition above about 40%; inconclusive = no clear call, values can overlap the other calls
FadD28 FP inh = inhibitors of Mycobacterium tuberculosis FadD28 bisubstrate binding | FadD28 bisubstrate probe binding, fluorescence polarization | inhibition, % at 12.5 µM | actives 0.22% (n = 360,000); in the data active = inhibition above about 8.5%, passing the limit was not always enough; inconclusive = no clear call, values can overlap the other calls
FBA Mtb inh = Mtb fructose-bisphosphate aldolase inhibition; P9WQA3; purified M. tuberculosis FBA, fluorescence read-out; inhibition, % at 1 µM; actives 2.3% (n = 360,000); in the data active = inhibition above about 27%;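 also: 0% = vehicle and 100% = reference inhibitor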
Mtb UGM inh = inhibitors of M. tuberculosis UDP-galactopyranose mutase; inhibition, % at 10 µM; purified UGM, fluorescence polarization probe displacement; actives 0.06% (n = 320,000); in the data active = inhibition above about 10%, passing the limit was not always enough; inconclusive = no clear call, values can overlap the other calls
GDH-TPI inh = counter-screen for M. tuberculosis FBA inhibitors: GDH-TPI coupled enzymes | GDH-TPI coupled enzyme counterscreen, NADH absorbance | inhibition, % at 4.8 µM | actives 1.2% (n = 360,000); in the data active = inhibition above about 30%;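 also: 0% = DMSO wells and 100% = wells lacking the enzyme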
* marks the source's active call; other numbers are inactive results; ? = inconclusive; · = not tested or not shown; + = active, no number. Rule as the data show it, unless noted: active = inhibition above about 30%; inconclusive = no clear call, values can overlap the other calls; inactive = below that.

smiles,Anthrax LF inh2,PfHsp40 rescue,BoNT-A LC inh2,BoNT F protease,Mtb BioA inh,FadD28 FP inh,FBA Mtb inh,Mtb UGM inh,GDH-TPI inh
Cc1cnccc1CNC(=O)CC1C(=O)NCCN1CC(C)(C)C (stereo unspecified),6,-0.4,0.7,2,2.2,-1.4,-2,0.8,-6
Cc1cc(C)n(-c2ccc(Cl)c(C(=O)O)c2)n1,7,0.2,-1.3,-1,·,-1.8,-1,3.2,-1
COc1ccc(C(=O)OCC(=O)NC(C)CCc2ccccc2)cc1 (stereo unspecified),-7,4.9,-2.9,12,0.4,-4.0,4,-1.4,6
COc1ccc(NC(=O)CN(C)C(=O)c2ccc(COc3ccccc3)o2)cc1,1,-0.8,0.6,6,-0.3,-0.5,3,-2.8,9
CCOC(=O)c1sc(-c2cccs2)nc1C,-6,-0.3,0.1,-6,·,-0.1,12,-2.0,17
CC(CC(=O)N1CCN(c2ccccc2F)CC1)c1ccccc1 (stereo unspecified),-2,2.5,-0.2,-8,·,1.5,2,-0.6,9
CCn1c(SCC(=O)NCc2ccco2)nc2c1c(=O)n(C)c(=O)n2C,-1,0.8,-0.7,-2,0.2,-0.5,-1,0.0,11
Cc1ccc2nc(NC(=S)NC(=O)c3ccc(OC(C)C)cc3)sc2c1,-1,-0.6,1.4,0,·,-2.1,7,-0.7,1
O=C(Nc1ccc(F)cc1)N1CC2CC(C1)c1cccc(=O)n1C2 (stereo unspecified),-1,-0.5,-0.3,-2,0.2,2.2,6,0.4,-1
O=S(=O)(Nc1cccc(S(=O)(=O)N2CCCC2)c1)c1ccc(Cl)s1,-5,-1.1,-0.6,1,0.0,-0.4,4,1.3,5
CC(=O)Nc1ccc(NC(=O)Nc2ccc(C)cc2C)cc1,3,0.9,-0.6,1,-4.1,-1.1,0,0.0,-5
COc1cccc(C(c2nnnn2Cc2ccccc2)N2CCC(n3c(=O)[nH]c4ccccc43)CC2)c1OC (stereo unspecified),-12,·,0.0,-4,-0.6,-3.1,-3,·,·
Fc1ccc(N=C2NN=C(c3cc(F)ccc3F)CS2)cc1,0,-0.7,-1.0,-21,·,-2.0,0,2.8,1
O=c1c2ccccc2nc2n1C1(CCCCC1)Cc1ccccc1-2,-5,-0.9,-0.5,0,-1.4,-2.0,1,0.3,9
Cc1ccc(C(=O)N2CCCC(Nc3ccc(F)c(F)c3)C2)cn1 (stereo unspecified),2,-1.2,3.1,8,1.0,-1.0,0,-0.2,1

A section taken from the entries so far, for reference:
smiles,Anthrax LF inh2,PfHsp40 rescue,BoNT-A LC inh2,BoNT F protease,Mtb BioA inh,FadD28 FP inh,FBA Mtb inh,Mtb UGM inh,GDH-TPI inh
O=c1c2ccccc2nc2n1C1(CCCCC1)Cc1ccccc1-2,-5,-0.9,-0.5,0,-1.4,-2.0,1,0.3,9
Cc1ccc(C(=O)N2CCCC(Nc3ccc(F)c(F)c3)C2)cn1 (stereo unspecified),2,-1.2,3.1,8,1.0,-1.0,0,-0.2,1

(list continues)
smiles,Anthrax LF inh2,PfHsp40 rescue,BoNT-A LC inh2,BoNT F protease,Mtb BioA inh,FadD28 FP inh,FBA Mtb inh,Mtb UGM inh,GDH-TPI inh
CCC(Sc1nc2ncccc2[nH]1)C(=O)NCCc1ccccc1 (stereo unspecified),-11,0.2,-0.6,-19,3.2,1.4,3,1.3,-11
O=C(N/N=C/c1ccccn1)c1ccccc1,2,-0.9,-1.7,-11,0.5,-0.7,1,-2.1,15
C=CCn1c(SCC(N)=O)nnc1-c1ccccc1O,4,-1.1,0.9,18,0.5,-1.1,-1,-1.8,4
CCOC(=O)CCc1c(C)nc(SCC(=O)O)c(C#N)c1C,-4,13,0.4,13,1.0,-1.6,3,-2.5,4
Cc1ccc2c(c1)c1c(n2CC(O)CN2C(=O)CNC2=O)C(=O)CCC1 (stereo unspecified),-9,0.6,0.1,1,8.0,0.7,23,-1.4,17
O=C(N/N=C\c1cn(-c2ccccc2)nc1-c1ccccc1)c1ccc(Br)o1,-4,0.9,-0.1,0,-1.6,-2.3,4,-3.5,15
C=C(C)Cn1c(SCC(=O)N/N=C/c2c(O)ccc3ccccc23)nc2ccccc2c1=O,0,-0.2,1.8,-9,7.0,-1.9,-1,1.5,10
O=C(OCc1ccccc1)c1cccnc1Cl,-2,0.1,0.2,0,1.1,-1.8,0,3.3,15
Cc1cc(C)c(S(=O)(=O)N2CCCOC2CNC(=O)C(=O)NCc2ccncc2)c(C)c1 (stereo unspecified),-2,1.0,-0.5,0,·,0.5,0,3.9,2
COc1cc(C2C(C(=O)c3ccc(C)o3)=C(O)C(=O)N2c2cc(C)on2)ccc1OCc1ccccc1 (stereo unspecified),2,0.2,1.6,3,-1.6,0.8,2,1.7,0
Cc1nn(CC(=O)Nc2ccccn2)c(C)c1Br,-2,-0.7,-1.2,-6,·,-1.3,4,0.5,-2
Cc1ccc2[nH]c(C(=O)N/N=C/c3ccccc3O)c(C)c2c1,5,0.2,-0.1,-16,-1.5,-0.5,20,2.4,8
O=C(COc1ccccc1)NCC1COc2ccccc2O1 (stereo unspecified),-2,-1.0,-1.7,7,0.8,-2.2,-3,0.0,-8
Cc1ccc(S(=O)(=O)N2CCn3cccc3C2C)cc1 (stereo unspecified),0,0.7,1.3,-2,-1.5,-2.1,5,-3.6,15
CC(C)CCCN1CCN=C1Nc1ccccc1,-12,0.0,-0.6,-8,-2.2,-3.8,3,0.5,-8

Carrying on.
smiles,Anthrax LF inh2,PfHsp40 rescue,BoNT-A LC inh2,BoNT F protease,Mtb BioA inh,FadD28 FP inh,FBA Mtb inh,Mtb UGM inh,GDH-TPI inh
CN(C)c1ccc(N=Nc2nc3ccccc3n2C)cc1,-7,0.7,-0.2,-4,-0.7,-1.3,-17,1.5,-4
Cn1ccnc1SCC(=O)Nc1ccc2c(c1)OCO2,-3,-1.7,-1.1,2,·,0.4,-1,-2.3,4
COCc1cc(C)nc(SCC(=O)Nc2cccc(C)c2C)c1C#N,1,0.6,-0.5,0,0.5,-0.8,-4,-0.3,-4
CC(Cc1ccc(Cl)cc1)N1CCC(n2nccc2NC(=O)C2CCCC2)CC1 (stereo unspecified),0,1.1,2.1,0,-1.5,-0.2,0,-3.1,-1
COc1ccc(CN2CCC(C)(Oc3ccc4c(c3)OCO4)C2)c2ccccc12 (stereo unspecified),-1,·,-0.5,-2,-1.8,-3.9,-2,·,10
Cc1ccc(CNC(=O)c2cnc3ccccc3n2)cc1,-1,-0.3,-1.0,0,2.5,-0.8,1,-3.2,3
Cc1c(Cl)cccc1NC(=O)CNC(=O)c1ccco1,·,-1.1,·,·,0.9,-1.5,-2,5.6,1
O=S(=O)(Nc1ccc(C(F)(F)F)cc1)c1cccs1,1,3.8,-0.3,-2,0.8,-2.4,0,1.4,-4
COCCn1c(=O)[nH]c(=O)c2c(C(F)(F)F)cc(-c3cccs3)nc21,0,-0.6,0.0,-3,·,-0.2,+,-1.6,14
CC(C)[C@H](NC(=O)OCc1ccccc1)C(=O)OCC(=O)Nc1c(F)cccc1F,1,5.5,0.3,0,-0.6,-2.7,1,3.7,3
OCC[C@@H]1C[C@@H](O)[C@H](O)[C@@]2(CCc3ccccc3CO2)O1,-4,-1.1,-0.5,2,-1.4,-1.5,1,-0.6,-6
CC(=O)c1sc(N/N=C\c2cccc(Br)c2)nc1C,2,3.0,1.2,-12,·,-4.6,-4,0.6,16
Cc1nc2sc(C(=O)Nc3ccccc3Cc3ccccc3)c(C)c2c(=O)[nH]1,-6,0.5,-0.7,-7,-2.2,-0.5,-2,-0.1,6
CCC(=O)NC(Cc1ccccc1)c1ccc2c(c1)OCCCO2 (stereo unspecified),1,0.3,0.4,-2,0.9,-0.5,1,0.5,4
COc1cc(NC(=O)Cn2cnc3c(OCc4ccccc4)ncnc32)cc(OC)c1OC,-9,0.5,-0.1,2,-0.4,-3.3,-1,-2.7,3

Other structures
smiles,Anthrax LF inh2,PfHsp40 rescue,BoNT-A LC inh2,BoNT F protease,Mtb BioA inh,FadD28 FP inh,FBA Mtb inh,Mtb UGM inh,GDH-TPI inh
O=C(CCCOc1ccccc1)NN1C(=O)NC2(CCCCC2)C1=O,2,0.1,2.7,3,0.1,1.0,1,0.0,6
COc1cccc(OCC(=O)O)c1,-5,1.2,0.3,-3,-2.1,-2.4,-4,-1.1,-2
COc1ccc(N2C(=O)N(Cc3ccc(C)cc3)c3ccccc3S2(=O)=O)cc1,-8,0.3,0.0,0,-2.2,-3.5,0,-4.5,7
CC(=O)N1CCOc2ccc(S(=O)(=O)NCC3CCC(C(=O)Nc4ncccc4C)CC3)cc21 (stereo unspecified),0,-2.4,-3.7,-8,0.3,-2.6,-7,-1.8,-2
CCCC(C)C(=O)Nc1ccc(S(=O)(=O)Nc2nccc(C)n2)cc1 (stereo unspecified),0,-0.1,1.5,-2,·,-0.3,4,0.8,-1
O=C(COC(=O)CCNS(=O)(=O)c1ccc(Cl)cc1)NCc1ccccc1,-14,·,-1.7,-19,0.9,-0.8,-2,·,0
CC(=O)Oc1ccccc1Cn1c(C)c(C(=O)NCc2ccccc2C(F)(F)F)sc1=O,2,·,0.1,-2,-0.1,-3.4,0,·,-6
CCc1ccccc1NNC(=O)c1cc(C)on1,1,-0.1,-4.5,?,·,-0.8,0,-1.4,4
COc1ccc2c(c1)c(C(=O)N/N=C/c1ccc(Br)cc1)c(C)n2C,·,0.0,·,·,0.0,0.3,-3,-2.4,22
O=C(CSc1ccc2ccccc2c1)Nn1cnnc1,5,0.8,-0.7,?,-0.5,0.0,2,0.3,-6
NNC(=O)c1cc2sccc2s1,-14,-1.5,0.6,?,1.0,-0.1,2,-1.3,20
COc1ccccc1CNCCS(=O)(=O)NN1CCOCC1,-14,0.3,-0.4,-8,0.2,-1.2,-2,·,0
COCc1cc(=O)n2[nH]c(SCc3ccccc3)nc2n1,8,1.0,0.8,4,·,-2.1,0,2.0,7
Nc1ccnn1Cc1ccc(Br)s1,-2,-1.2,-0.3,-2,-1.1,-0.1,0,-2.8,0
COc1cc(CN2C[C@@H](CO)O[C@@H](n3cnc4c(N5CCCC5)ncnc43)C2)cc(OC)c1OC,-1,·,0.1,1,-0.5,-1.3,4,·,8

(next part)
smiles,Anthrax LF inh2,PfHsp40 rescue,BoNT-A LC inh2,BoNT F protease,Mtb BioA inh,FadD28 FP inh,FBA Mtb inh,Mtb UGM inh,GDH-TPI inh
Cc1c(NCc2cccnc2)cccc1C(=O)O,4,-1.2,-3.8,18,-2.6,-1.3,100*,2.6,-2
CCCCn1c(=O)[nH]c(=O)c2c1nc(CN1C(=O)c3ccccc3S1(=O)=O)n2CCC,-3,-0.4,-1.0,-5,0.0,-0.7,0,2.4,-8
CCn1c(O)c(/C=N/N=C2CCCC2)c2ccc(C3=NNC(=O)CC3)cc21,-4,0.5,-4.4,-7,0.1,-0.3,-2,3.9,23
O=C(NCc1ccc(F)cc1)c1cc(C(=O)C2CC2)c[nH]1,-1,0.4,-1.4,-7,-1.8,-3.8,0,0.9,3
Cc1ccc(C)n1C1CCS(=O)(=O)C1 (stereo unspecified),1,0.0,-0.9,-11,-1.5,0.8,6,3.0,6
C=CCn1c(SCC2=C(C(=O)OCC)C(C)NC(=O)N2)nnc1C1CCCCC1 (stereo unspecified),-2,0.9,0.2,-6,0.2,-0.2,-1,-0.9,5
COc1ccccc1-n1cnc2cc(NCc3ccccn3)ccc21,-6,0.8,2.3,-1,6.3,-1.4,3,-3.0,-5
COc1cc(OC)cc(C(=O)N[C@H](C(=O)OCC(=O)N2CCc3ccccc32)C(C)C)c1,-1,0.6,-0.2,-2,·,-4.5,-1,-4.3,-3
Cc1cc(C)cc(NC(=O)CSc2nnc(CN3CCOCC3)n2C)c1,3,-1.5,1.2,-20,-0.3,-1.1,1,-1.0,6
Cc1ccc(S(=O)(=O)Nc2ccc3c(c2)n(C)c(=O)n3C)cc1,1,0.5,-1.7,-8,-0.6,-3.5,0,0.7,-1
CCOc1ccc(NC(=O)Nc2ccccc2SC)cc1,-7,-1.4,-1.3,-3,·,-3.3,0,-1.9,-7
CCCC(=O)N1CCN(c2ccc(NC(=O)c3ccc(OCC)c([N+](=O)[O-])c3)cc2)CC1,3,-0.8,-1.7,-8,1.3,-0.9,3,3.3,9
